Scp1 inh: Scp-1 (human) phosphatase inhibition | Q9GZU7 | Recombinant Scp1, phosphopeptide, malachite green phosphate absorbance | inhibition, % at 20 µM | actives 0.88% (n = 340,000) | AID 493091;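 active = inhibition above about 50% at 20 µM, limit read from the data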;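 also: plate controls were DMSO wells with enzyme for no effect and wells lacking enzyme for full effect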
Target sequence (Q9GZU7 76-261 limits assumed): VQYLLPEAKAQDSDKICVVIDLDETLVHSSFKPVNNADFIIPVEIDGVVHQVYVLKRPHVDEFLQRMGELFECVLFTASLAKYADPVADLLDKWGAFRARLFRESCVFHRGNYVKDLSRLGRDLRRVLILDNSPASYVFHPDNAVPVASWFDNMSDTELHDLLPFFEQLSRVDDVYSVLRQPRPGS
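System: truncated SCP-1 phosphatase (76-261aa); medium: Tris acetate buffer pH 5.5 with MgCl2 and Tween-20; incubation: 45 min room-temperature reaction, 5 min colour, 30 min stabiliser; compound: single 20 µM dose, 1% DMSO; reagent: Phosphorylated 17-residue peptide substrate; read-out: % inhibition at 20 µM; technique: colorimetric free-phosphate detection, absorbance 630 nm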
SKN-1 inh: C. elegans SKN-1 inhibition | C. elegans VP596 Pgst-4::GFP/RFP ratio, acrylamide-induced, 24 h | inhibition, % at 21.8 µM | actives 0.49% (n = 360,000) | AID 624304;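 active = interference check ratio from 0.5 to 1.5 plus GFP to RFP signal ratio inhibition reaching or exceeding a fixed threshold, cut at about 30% in these data, passing the limit was not always enough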; also: some compounds called inactive have numbers as strong as hits
CendR NRP1 mod: NRP-1/CendR interaction modulation; actives 0.85% (n = 360,000); FAM-RPARPAR peptide binding to NRP-1, fluorescence polarization; inhibition, % at 25 µM; AID 602438; O14786;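 active = inhibition or corrected inhibition above about 18%, plus a signal ratio from 0.5 to 1.5, limit read from the data, passing the limit was not always enough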; also: strong numbers were not always called active
NadD block: NadD (S. aureus) enzyme inhibition; actives 0.78% (n = 360,000); purified NadD enzyme, colorimetric absorbance read-out; inhibition, % at 20 µM; AID 602399; in the data active = inhibition above about 26%; also: some compounds past the cut are filed as inactive
TbMetRS inhib: Trypanosoma brucei MetRS inhibition; actives 0.4% (n = 360,000); inhibition, % at 11.9 µM; purified T. brucei MetRS, ATP depletion, Kinase-Glo luminescence;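 active = inhibition above a per-plate cutoff of the control wells' mean inhibition plus 3 SD, cut at about 5.5% in these data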;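 also: 0% = DMSO wells median and 100% = median of wells with control inhibitor compound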
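technique = Kinase-Glo luminescence, ATP depletion format | system = purified MetRS (methionyl-tRNA synthetase) enzyme from Trypanosoma brucei | timing = 15 min preincubation, 2 h reaction, all 25 °C | evaluation = percent inhibition versus plate control medians | dosing = single dose, 11.9 µM final nominal, 0.9% final DMSO | also added = substrates ATP, L-methionine and bulk Escherichia coli tRNA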
DNMT1 block: inhibitors of human DNMT1 | P26358 | DNMT1 molecular beacon, Hinp1I cleavage, fluorescence | inhibition (reported as % activation of signal), % at 10 µM | actives 0.83% (n = 360,000); in the data active = inhibition above about 50%
STEP inh: STEP (human) phosphatase inhibition; P54829; actives 0.25% (n = 360,000); recombinant STEP, OMFP fluorogenic substrate, fluorescence; inhibition, % at 20 µM;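 active = inhibition at 20 µM, scaled per plate between control wells, above about 37%, limit read from the data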;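 also: 0% = DMSO with enzyme and substrate and 100% = substrate only without enzyme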
Target sequence (P54829 whole entry, looked up): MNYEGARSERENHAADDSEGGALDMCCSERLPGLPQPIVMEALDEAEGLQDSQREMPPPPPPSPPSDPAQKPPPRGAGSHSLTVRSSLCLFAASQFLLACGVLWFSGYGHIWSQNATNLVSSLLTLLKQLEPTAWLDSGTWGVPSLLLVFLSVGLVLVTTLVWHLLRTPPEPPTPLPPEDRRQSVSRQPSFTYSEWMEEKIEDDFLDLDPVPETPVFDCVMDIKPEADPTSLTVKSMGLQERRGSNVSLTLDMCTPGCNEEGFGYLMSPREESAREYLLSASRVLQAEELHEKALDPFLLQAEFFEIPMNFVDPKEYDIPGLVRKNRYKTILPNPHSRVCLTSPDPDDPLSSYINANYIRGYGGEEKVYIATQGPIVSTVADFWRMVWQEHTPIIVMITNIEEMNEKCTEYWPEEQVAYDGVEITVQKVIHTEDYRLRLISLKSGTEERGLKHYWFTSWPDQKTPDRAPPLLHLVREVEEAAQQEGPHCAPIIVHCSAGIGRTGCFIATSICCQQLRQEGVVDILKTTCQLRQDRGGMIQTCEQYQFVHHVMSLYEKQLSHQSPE
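System: STEP phosphatase, cell-free reaction; Buffer or medium: Bis-Tris pH 6.0 buffer with DTT, detergent; Incubation: 20 min at room temperature, dark; Measured by: fluorescence, 480/540 nm.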
LMPTP inh: LMPTP (human) inhibition; P24666; actives 0.22% (n = 360,000); recombinant LMPTP-A, OMFP fluorogenic substrate, fluorescence intensity; inhibition, % at 20 µM;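 active = compounds that cut the enzyme signal by at least half of the control window in the single-dose screen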;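 also: plate controls were DMSO wells with enzyme plus substrate for no effect and substrate without enzyme for full effect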
Target sequence (P24666 whole entry, looked up): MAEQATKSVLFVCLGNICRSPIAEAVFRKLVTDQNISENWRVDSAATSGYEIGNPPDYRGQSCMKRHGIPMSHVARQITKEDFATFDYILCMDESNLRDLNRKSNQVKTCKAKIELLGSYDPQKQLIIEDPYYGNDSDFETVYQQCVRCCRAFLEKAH
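Test system: LMPTP-A, protein tyrosine phosphatase of low molecular weight; Input: 0.625 nM enzyme; Incubation: 50 min dark incubation at room temperature; Signal: endpoint fluorescence intensity from OMFP dephosphorylation; Read-out basis: % inhibition versus control wells.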
Neddyl block: blocks human cullin neddylation. TR-FRET cullin neddylation, biochemical. calls only at 25 µM. actives 0.58% (n = 360,000). P61081+Q13564. AID 651699; in the data active = inhibition above about 36%
SUMO1 PPI mod: alters human SUMO1 binding to SIM partners | P63165 | SUMO1 binding to a labelled peptide, TR-FRET, 1 h | inhibition, % at 20 µM | actives 0.33% (n = 360,000); in the data active = inhibition above about 37%
The depositor's hits bear a star; i = inactive; x = not tested or not shown.

SMILES | Scp1 inh | SKN-1 inh | CendR NRP1 mod | NadD block | TbMetRS inhib | DNMT1 block | STEP inh | LMPTP inh | Neddyl block | SUMO1 PPI mod
O=C(c1cc(COc2ccc(F)c(F)c2)on1)N1CCOCC1 | 8 | -12 | 1 | -5 | -0.8 | 0 | -3 | -1.5 | i | 2
O=c1c2ccccc2nnn1CCc1ccccc1 | x | 23 | -14 | -2 | -0.1 | 4 | -1 | -2.4 | i | -6
COC(=O)c1cc(OC)c(OC)cc1NC(=O)CSc1nnc(-c2cccnc2)n1C | -10 | -15 | -16 | 5 | -0.3 | -2 | -4 | -0.1 | i | 5
O=C(Cc1ccc(F)cc1)Nc1c(C(=O)N2CCN(c3ncccn3)CC2)oc2ccccc12 | -4 | -6 | 2 | -2 | -0.6 | -3 | 1 | -0.5 | i | -3
Cc1ccc2nc(N3C(=O)C(O)=C(C(=O)c4ccco4)C3c3ccc(O)cc3)sc2c1 (centres undefined) | x | 4 | -64 | 11 | -1.1 | 0 | 5 | 1.7 | i | -22
Cc1nn(-c2ccccc2)c(C)c1/C=C/C(=O)OC(C)C(N)=O (centres undefined) | -6 | 4 | 15 | -5 | 0.1 | -2 | 0 | -1.2 | i | 2
O=C(C1CCCN(Cc2cc(Br)ccc2O)C1)N1CCCCC1 (centres undefined) | -9 | -1 | 8 | -4 | -0.4 | -1 | -2 | -0.6 | i | 3
COc1ccc(/C=N/NC(=O)c2nn(-c3ccc(C)c(C)c3)c(=O)c3ccccc23)cc1 | -2 | -3 | 7 | 21 | -0.7 | -2 | 6 | 3.2 | i | 1
CCCNC(=O)C1(C)CCCN(C(=O)Cc2ccc3ccccc3c2)C1 (centres undefined) | x | -6 | -1 | 1 | 0.0 | 1 | 2 | -0.7 | i | -4
CCOC(=O)c1cc(CC)sc1NC(=O)c1ccc([N+](=O)[O-])c(N2CCOCC2)c1 | -8 | 8 | 5 | -5 | -0.8 | 2 | 1 | -0.8 | i | -6
C/C(=N\NC(=O)c1ccccc1Cl)c1ccccn1 | -17 | 2 | 0 | -7 | 0.0 | 2 | -1 | -0.8 | i | -2
Cc1cc(C)c(NC(=O)/C=C\C(=O)O)c([N+](=O)[O-])c1 | 5 | -39 | 2 | -1 | -0.6 | 0 | 0 | -1.2 | i | -6
CC(=O)COC(=O)C1CCN(S(=O)(=O)c2cc([N+](=O)[O-])ccc2Cl)CC1 | 45 | -18 | 10 | -2 | -0.2 | 56* | 10 | 2.6 | i | -13
CCc1nc2c(OCCC3CCCCC3)cccn2c1N(C)C(=O)C1CC1 | x | 8 | -9 | -1 | -0.2 | 47 | 3 | 0.9 | i | 4
CCCC(=O)c1cn(CC(=O)OC)c2ccccc12 | -4 | -3 | 8 | -2 | -0.1 | -3 | 2 | 0.9 | i | 3
O=C(Nc1nc(-c2cc(F)ccc2F)cs1)C1=COCCO1 | 0 | 22 | -1 | -1 | -0.6 | -3 | -2 | 0.3 | i | -1
CC1CCCCN1S(=O)(=O)c1ccc(N(C(=O)c2cnccn2)C(C(=O)NC2CCCCC2)c2cccs2)cc1 (centres undefined) | -8 | 6 | 28* | -5 | -0.9 | -2 | -2 | -0.2 | i | -1
COc1ccc(-n2nc3ccc(N)cc3n2)cc1 | x | 16 | -4 | 3 | 0.7 | -9 | 3 | 0.9 | x | -9
Nc1cc(-c2cccc(Br)c2)nn1Cc1ccccc1 | -8 | 15 | 8 | 8 | 0.2 | -10 | -3 | 1.7 | i | 6
COc1ccc(CNC(=O)CN2C(=O)NC(Cc3ccccc3)(c3ccccc3)C2=O)cc1OC (centres undefined) | -6 | 3 | 12 | 2 | -0.3 | 2 | -3 | -0.7 | i | -3
O=C(CNC(=O)c1ccc(Br)o1)Nc1ccccc1 | -5 | -2 | 9 | -4 | -0.7 | -3 | 2 | -1.2 | i | 2
O=C(Nc1ccc(N2CCN(C(=O)c3ccco3)CC2)cc1)c1ccco1 | -2 | -3 | -4 | -4 | -0.3 | -1 | 4 | -1.3 | i | 4
CC1CC1C(=O)OCC(=O)NC(=O)c1ccc(C(C)(C)C)cc1 (centres undefined) | -1 | -10 | -7 | 0 | -0.1 | 2 | -3 | 0.3 | i | 0
COc1ccc(CCN2C(=O)N(c3ccc(OC)cc3)C(=O)C2CC(=O)Nc2ccccc2)cc1 (centres undefined) | -11 | 0 | 1 | -7 | 1.7 | 1 | 0 | 0.5 | i | 2
O=C(COc1ncnc2ccccc12)NCc1ccc2c(c1)OCO2 | 1 | -8 | 13 | -2 | -1.3 | -2 | -11 | 0.8 | i | -3
CCCCOC(=O)c1ccc(NC(=O)c2ccccc2OC)cc1 | -10 | 11 | 12 | -9 | -0.1 | -4 | 2 | 3.4 | i | 0
N#Cc1ccccc1S(=O)(=O)N1CCN(CC(=O)NCC2(N3CCOCC3)CCCCC2)CC1 | -3 | 25 | 3 | 6 | -0.2 | 4 | 2 | -2.0 | i | -4
Cc1ccc(C)c(C(=O)COC(=O)CCN2C(=O)C3C4CCC(C4)C3C2=O)c1 (centres undefined) | -2 | -2 | 14 | -3 | -0.2 | 3 | 1 | -0.8 | i | 3
CCNC(=O)CN(CCc1ccccc1)S(C)(=O)=O | -12 | 6 | 11 | -1 | -0.2 | 4 | -5 | -0.4 | i | -2
CCOC(=O)C1C(=O)C=C(c2ccc([N+](=O)[O-])cc2)CC1c1ccccc1 (centres undefined) | -16 | 32 | 6 | 1 | -0.2 | -6 | 5 | 1.3 | i | -28
CCC(=O)Nc1cccc(NC(=O)CSc2nnnn2Cc2ccccc2)c1 | -5 | 1 | 13 | -2 | -0.8 | 0 | -1 | 0.5 | i | 1
CCN(c1ccccc1)S(=O)(=O)c1ccc(OC)c(NC(=O)C2=NN(c3ccccc3)C(=O)CC2)c1 | -4 | 6 | -5 | 18 | -0.3 | 47 | 1 | 3.9 | i | 3
COc1cc(NC(=O)c2ccnn2C)c(OC)cc1Cl | -6 | 14 | -5 | -3 | 0.4 | 2 | 3 | 0.3 | i | 4
CC(=O)NCCc1ccc(S(=O)(=O)N2CCN(c3nc(-c4ccccc4)c(C)s3)CC2)cc1 | -2 | 9 | 11 | -5 | -0.5 | -3 | 1 | 0.3 | i | -3
Cc1csc(NC(=O)CSc2nc3ccccc3s2)n1 | -7 | -10 | -4 | -4 | -2.8 | -4 | 2 | 1.0 | i | 2
Cc1nc(N/N=C/c2cccnc2)cc(N2CCOCC2)n1 | x | 9 | -8 | 1 | 0.1 | 0 | 0 | 0.8 | i | -7
O=C(c1ccco1)N1CCN=C1SCc1ccccc1Cl | -9 | 7 | 7 | -3 | -0.1 | 3 | 4 | 0.3 | i | 10
COc1ccccc1NS(=O)(=O)c1cc(C(=O)NCCC(C)C)ccc1F | -3 | 18 | 6 | -6 | 0.0 | 1 | -3 | 0.0 | i | 1
O=C(NC1CCCCC1)c1cc(-c2ccccc2Cl)on1 | 1 | -6 | -11 | -6 | -1.3 | 1 | -1 | 0.1 | i | 5
COc1ccccc1NC(=O)C1CC(C)OC1=O (centres undefined) | -6 | 13 | -2 | -5 | 0.0 | 5 | -1 | -1.3 | i | 1

Reprinted from the part before: five entries; new compounds follow.
SMILES | Scp1 inh | SKN-1 inh | CendR NRP1 mod | NadD block | TbMetRS inhib | DNMT1 block | STEP inh | LMPTP inh | Neddyl block | SUMO1 PPI mod
Cc1nc(N/N=C/c2cccnc2)cc(N2CCOCC2)n1 | x | 9 | -8 | 1 | 0.1 | 0 | 0 | 0.8 | i | -7
O=C(c1ccco1)N1CCN=C1SCc1ccccc1Cl | -9 | 7 | 7 | -3 | -0.1 | 3 | 4 | 0.3 | i | 10
COc1ccccc1NS(=O)(=O)c1cc(C(=O)NCCC(C)C)ccc1F | -3 | 18 | 6 | -6 | 0.0 | 1 | -3 | 0.0 | i | 1
O=C(NC1CCCCC1)c1cc(-c2ccccc2Cl)on1 | 1 | -6 | -11 | -6 | -1.3 | 1 | -1 | 0.1 | i | 5
COc1ccccc1NC(=O)C1CC(C)OC1=O (centres undefined) | -6 | 13 | -2 | -5 | 0.0 | 5 | -1 | -1.3 | i | 1
CC(=O)Nc1cccc(C(=O)N2CCN(S(=O)(=O)Cc3ccccc3)CC2)c1 | -4 | 10 | 6 | -1 | -0.2 | 3 | -2 | -0.8 | i | -7
Nc1cc(C(=O)OCC(=O)NCCNC(=O)COC(=O)c2ccc(Cl)c(N)c2)ccc1Cl | -8 | 4 | -1 | -3 | 11* | -3 | 0 | -2.1 | i | -2
CN(CC(=O)Nc1ccc(F)cc1)C(=O)COC(=O)/C=C/c1ccccc1[N+](=O)[O-] | -3 | -5 | 0 | -6 | -0.4 | 1 | -4 | 0.1 | i | -31
CC(C)(CC(=O)O)CC(=O)Nc1cc(C(F)(F)F)cc(C(F)(F)F)c1 | -3 | 13 | 4 | 2 | -0.2 | -2 | -2 | -1.4 | i | 2
COc1ccc(NC(=O)CSc2nnc(C3CCCCC3)n2N)cc1 | -10 | -1 | 12 | -4 | -0.5 | -3 | -3 | -2.4 | i | 0
COc1ccc(NC(=O)Cn2c(-c3ccccc3)cn(-c3ccc(C)cc3)c2=O)cc1 | -4 | -12 | 16 | -2 | 0.1 | -9 | 3 | 1.0 | i | -2

Complete entries, looked up by structure:
CC(C)(CC(=O)O)CC(=O)Nc1cc(C(F)(F)F)cc(C(F)(F)F)c1 is entered as Scp1 inh: -3; SKN-1 inh: 13; CendR NRP1 mod: 4; NadD block: 2; TbMetRS inhib: -0.2; DNMT1 block: -2; STEP inh: -2; LMPTP inh: -1.4; Neddyl block: i; SUMO1 PPI mod: 2
Nc1cc(C(=O)OCC(=O)NCCNC(=O)COC(=O)c2ccc(Cl)c(N)c2)ccc1Cl is entered as Scp1 inh: -8; SKN-1 inh: 4; CendR NRP1 mod: -1; NadD block: -3; TbMetRS inhib: 11*; DNMT1 block: -3; STEP inh: 0; LMPTP inh: -2.1; Neddyl block: i; SUMO1 PPI mod: -2

Screening results as filed in PubChem.

Not a hit list (roughly 4.6% active in at least one column).
